# Assay outcomes (PubChem)
# RGS4 inh: Inhibitors of Regulator of G Protein Signaling (RGS) 4: qHTS; Regulator of G-protein signaling 4 (Homo sapiens), P49798; Transcreener GDP fluorescence polarization, RGS4-accelerated GTP hydrolysis; Potency, µM (series often up to 114 µM), without a hit: top-dose activity change, negative = inhibition, usual class: inhibitors; actives 0.039% (n = 390,000); note: % is set by controls: 0 for no effect and ±100 for the full control effect; nearly all actives have a fitted effect of over 75% in size; some results filed as inactive show a strong effect at the top dose
#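 MLSMR compounds (23 nl, pin-transferred) preincubated 10 min at room temperature with a 500nM (2x) first reagent, then RGS4 at 900nM (2x) plus Transcreener GDP mix added; fluorescence polarization (620/688 nm) read before and after 90 min at 30 °C.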
# ERG Ets-DNA blk: qHTS for Small Molecule Inhibitors of the ERG Ets/DNA interaction; Transcriptional regulator ERG (Homo sapiens), P11308; fluorescence polarization, His-ERG Ets domain / labelled DNA; Potency, µM (series often up to 76.9 µM), without a hit: at the highest dose FP activity, negative = inhibition, actives largely listed as inhibitors; actives 0.028% (n = 370,000); active = well fitted inhibition curve with a large enough effect in the polarisation, with a control signal flat; inconclusive = small, poorly fitted or top-dose-only effect, or effect the other way, or a change in a side signal; inactive = no such curve, though single readings can be large or run the other way; the % refers to the polarisation;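 note: polarization taken with two DNA probes labelled with fluorescein and Texas red; % of control where 0% means no effect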
#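 His-tagged ERG Ets domain (1 uM in the protein solution; 300mM KCl, 50mM Tris-HCl, 1mM EDTA, 1mM DTT, pH 7.5) received compound, then a probe mix of 5 nM fluorescein-DNA and 100nM Texas-615-DNA. Fluorescence polarization was read for both dyes.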
# GLS inh: qHTS for Inhibitors of Glutaminase (GLS); actives 0.21% (n = 410,000); GLS enzymatic activity, qHTS titration; Potency, µM (series often up to 45.5 µM), for the others: at the highest dose activity change, negative = inhibition, usual class: inhibitors; AID 624170, 2012; Glutaminase kidney isoform, mitochondrial (Homo sapiens), O94925; note: % is set by controls: 0 for no effect and ±100 for the full control effect
#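 Two-point fluorescence kinetic (t0, 30 min RT) for hKGA; glutamate detected via glutamate oxidase–HRP–Amplex Red. Substrate: 1 mM L-glutamine solution; buffer 45 mM KH2PO4, pH 8.2.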
# Pin1 inhibitor: qHTS Assay to Find Inhibitors of Pin1; actives 0.009% (n = 390,000); Potency, µM (top dose mostly 115 µM), for inactives: at the top dose activity, negative = inhibition, usual class: inhibitors; Pin1 FP peptide displacement, HiFluor488, 10 min; AID 504891, 2011; active = well fitted inhibition curve with a large enough effect in the polarisation, with a control signal flat, not every such curve was filed as active; inconclusive = small, poorly fitted or top-dose-only effect, or effect the other way, or a change in a side signal; inactive = no such curve, though single readings can be large or run the other way; the % refers to the polarisation; note: % is set by controls: 0 for no effect and ±100 for the full control effect
# ALOX12 inh: Primary qHTS assay for inhibitors of human arachidonate 12S-lipoxygenase (ALOX12): Round 2; Polyunsaturated fatty acid lipoxygenase ALOX12 (Homo sapiens), P18054; purified 12hLO, xylenol orange hydroperoxide absorbance; Potency, µM (top dose mostly 108 µM), without a hit: at the highest dose activity change, negative = inhibition, usual class: inhibitors; actives 1.1% (n = 580,000); AID 1671190, 2021; note: % is set by controls: 0 for no effect and ±100 for the full control effect
#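 Purified human 12hLO (150 nM final) in 25 mM Hepes, 0.01% Triton X-100, pH 7.0 was preincubated 15 min at room temperature with compound. Then 40 uM arachidonic acid was added, 30 min. Hydroperoxide was read by Fe-XO absorbance ratio 573/405 nm.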
# PGK inhibitor: qHTS Assay to Find Inhibitors of Phosphoglycerate Kinase; PGK/GAPDH coupled, Kinase-Glo luminescence, 60 min; actives 0.043% (n = 380,000); Potency, µM (series often up to 57.5 µM), for the others: at the highest dose activity change, negative = inhibition, usual class: inhibitors; AID 602233, 2012; Phosphoglycerate kinase, glycosomal (Trypanosoma brucei brucei), P07378; note: % is set by controls: 0 for no effect and ±100 for the full control effect; nearly all actives have a fitted effect of over 60% in size
#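 Recombinant glycosomal PGK reaction used 1,3-bisphosphoglycerate generated in-well by GAPDH (100nM final) in 100mM TEA pH 7.6, 5mM MgCl2, 0.01% Tween-20. After 60 minutes at room temperature, ATP was read by Kinase-Glo Plus luminescence end-point.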
# JMJD2A Tudor: qHTS Assay for Inhibitors of JMJD2A-Tudor Domain | Lysine-specific demethylase 4A (Homo sapiens), O75164 | AlphaScreen JMJD2A-Tudor / H3K4me3 peptide binding | Potency, µM (highest dose often 114 µM), inactives show at the top dose activity change, negative = inhibition, most hits filed as inhibitors | actives 4.4% (n = 390,000) | AID 504339, 2011; note: % is set by controls: 0 for no effect and ±100 for the full control effect; nearly all actives have a fitted effect of over 50% in size
# Target sequence (O75164 whole entry, looked up, the tested form may be a part): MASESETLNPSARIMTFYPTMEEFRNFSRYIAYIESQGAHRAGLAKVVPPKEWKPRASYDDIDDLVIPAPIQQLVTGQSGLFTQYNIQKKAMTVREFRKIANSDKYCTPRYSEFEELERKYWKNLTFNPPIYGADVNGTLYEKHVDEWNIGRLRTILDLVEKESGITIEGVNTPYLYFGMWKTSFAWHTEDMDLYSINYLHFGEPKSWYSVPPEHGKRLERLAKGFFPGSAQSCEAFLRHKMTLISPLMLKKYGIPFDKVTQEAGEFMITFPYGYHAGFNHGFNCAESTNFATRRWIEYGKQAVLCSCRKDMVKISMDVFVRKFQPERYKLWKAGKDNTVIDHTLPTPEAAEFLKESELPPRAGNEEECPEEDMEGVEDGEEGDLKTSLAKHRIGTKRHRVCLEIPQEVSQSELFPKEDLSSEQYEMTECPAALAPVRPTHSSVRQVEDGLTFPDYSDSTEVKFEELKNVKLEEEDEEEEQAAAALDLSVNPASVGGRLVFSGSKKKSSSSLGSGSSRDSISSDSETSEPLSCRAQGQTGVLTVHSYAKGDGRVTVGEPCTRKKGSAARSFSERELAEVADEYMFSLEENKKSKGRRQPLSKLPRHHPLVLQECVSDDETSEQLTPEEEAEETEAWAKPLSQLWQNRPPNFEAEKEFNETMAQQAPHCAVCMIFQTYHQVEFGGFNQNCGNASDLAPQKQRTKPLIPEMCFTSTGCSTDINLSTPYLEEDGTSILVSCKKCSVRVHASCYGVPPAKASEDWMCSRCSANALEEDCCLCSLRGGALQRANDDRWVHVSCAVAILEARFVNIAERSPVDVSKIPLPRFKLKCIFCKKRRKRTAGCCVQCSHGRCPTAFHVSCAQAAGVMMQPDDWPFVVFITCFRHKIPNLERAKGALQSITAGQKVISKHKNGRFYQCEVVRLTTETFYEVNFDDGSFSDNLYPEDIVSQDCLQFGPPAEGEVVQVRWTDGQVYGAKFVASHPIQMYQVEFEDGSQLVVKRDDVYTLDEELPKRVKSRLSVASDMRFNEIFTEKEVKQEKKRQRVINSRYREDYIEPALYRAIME
# HP1b chromo inh: HTS for Inhibitors of HP1-beta Chromodomain Interactions with Methylated Histone Tails; Chromobox protein homolog 1 (Homo sapiens), P83916; AlphaScreen HP1-beta / biotin-H3K9me3 peptide binding; actives 0.56% (n = 390,000); AID 540317, 2011; Potency, µM (top dose mostly 114 µM), for inactives: at the highest dose activity change, negative = inhibition, usual class: inhibitors; note: nearly all actives have a fitted effect of over 70% in size; inactives centre near 23
#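 AlphaScreen: HP1-beta (50 nM) preformed 30 min with biotin-H3(1-18)K9me3 peptide (50 nM) in PBS pH 7.4, 0.01% Tween-20. Compound added for 30 min at RT, then streptavidin donor/nickel chelate acceptor beads (10 ug/mL) for 30 min.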
# rTrxR1 inhibitor: qHTS Assay for Inhibitors of Mammalian Selenoprotein Thioredoxin Reductase 1 (TrxR1): qHTS; Thioredoxin reductase 1, cytoplasmic (Rattus norvegicus), O89049; recombinant rTrxR1, NADPH fluorescence consumption, selenite substrate; Potency, µM (titrated, usually from 114 µM), for the others: at the top dose activity change, negative = inhibition, actives largely listed as inhibitors; actives 1% (n = 390,000); note: % is set by controls: 0 for no effect and ±100 for the full control effect; nearly all actives have a fitted effect of over 65% in size
#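 Rat TrxR1 (90 nM in the dispensed reagent) was pre-reduced with 400 uM NADPH for 5 min at room temperature, then incubated with compound for 15 min. After 400 uM selenite was added, NADPH fluorescence (Ex 340/Em 450 nm) was followed for 8 min.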
# Active calls of the source: *; i = inactive; ? = inconclusive; / = not tested or not shown; [ ] = another dose, or the depositor's remark. Unless noted, calls come from the whole dose curve; as a rule, active = well fitted curve in the direction sought with a large enough effect; inconclusive = small, poorly fitted or top-dose-only effect, or another doubt; inactive = no such curve, though single readings can be large; an effect the other way counts as inactive or inconclusive. Potency is the fitted concentration of half-maximal effect.
entry | SMILES | RGS4 inh | ERG Ets-DNA blk | GLS inh | Pin1 inhibitor | ALOX12 inh | PGK inhibitor | JMJD2A Tudor | HP1b chromo inh | rTrxR1 inhibitor
1 | CC(=O)N1CCN(S(=O)(=O)c2cccc(C(=O)OCc3cccc(F)c3)c2)CC1 | 9% | / | 0% | 2% | 4% | -8% | 3% | 28% | -14%
2 | Cc1ccc(CN2CC(C(=O)Nc3cc(C)ccn3)CC2=O)cc1 (stereo not given) | 9% | -7% | -20% | 2% | -5% | -5% | -14% | -15% | 5%[57.1 µM]
3 | COC(=O)COc1ccc(S(=O)(=O)N2CCN(c3ccc(F)cc3)CC2)cc1 | -20% | / | -3% | 4% | -1%[57.4 µM] | 6%[11.5 µM] | -21% | 22% | 11%
4 | Cc1ccc(C(=O)OCC(=O)Nc2ccc(N(C)C)cc2)cc1NC(=O)c1ccco1 | -4% | -6% | 13% | -4% | -13%[57.4 µM] | 2% | -16% | 45%[activator] | 8%
5 | O=C(Nc1c(F)c(F)c(F)c(F)c1F)C1CCCCC1 | -9% | 6% | 11% | ? | 0% | -3% | 4% | 39%[activator] | 7%
6 | O=C(CCCN1C(=O)/C(=C/c2cccc(Br)c2)SC1=S)Nc1ccccn1 | -44% | 4% | -17% | -1% | 0% | -2% | ? | 8.9µM* | -29%
7 | CC(NC(=O)c1ccc(N(C)C)cc1)C1CC2CCC1C2 (stereo not given) | 15% | -3% | -5% | 5% | 7% | -3% | -12% | 14% | 19%[11.4 µM]
8 | O=C(Nc1ccccc1)N(CCN1CCOCC1)Cc1cccc(Cl)c1 | -1% | -1% | 0% | -6% | 1%[57.4 µM] | -6% | -16% | 14% | -4%[57.1 µM]
9 | Cc1cc(=O)[nH]c(-n2[nH]c(C)cc2=O)n1 | -18% | 12% | 12% | 3% | 12% | -3% | 45µM* | 48%[activator] | 33%[activator]
10 | COCCNC(=S)N(C)C1(c2ccccc2Cl)CCCCC1=O (stereo not given) | 16% | 4% | 8% | 9% | -5% | 8% | -3% | 27% | 5%
11 | O=S(=O)(NCCS(=O)(=O)N1CCN(c2ccccc2)CC1)c1ccc(Br)cc1 | -20% | 4% | -1% | -1% | -17% | -10% | -11% | 19%[57 µM] | 16%[57.1 µM]
12 | Nc1ccc(C(=O)NCCCSc2ccccc2)cc1[N+](=O)[O-] | -9% | -5% | -7% | ? | 0% | -3% | -13% | 1% | -16%
13 | COc1cc2c(cc1NS(=O)(=O)c1cccc(C#N)c1)n(C)c(=O)n2C | ? | 8% | 25% | -9% | ? | -12% | -31% | -13% | 20%[57.1 µM]
14 | O=C(NNc1ncnc2c1cnn2-c1cccc(Cl)c1)c1ccco1 | -14% | -4% | -6% | 4% | -16% | -1% | -3% | 52%[activator] | 7%
15 | COc1cc(Cl)c(C)cc1NC(=O)COC(=O)C1=NN(c2ccccc2)C(=O)CC1 | 18% | -7% | 16% | 4% | -18% | 2% | -18% | 27% | 1%
16 | C=C1CC[C@@]23CC[C@]4(C)[C@@](OC2=O)([C@@H]3C1)[C@H]1O[C@H]1C1[C@@]2(C)CC[C@H](O)C(C)(C)C2CC[C@]14C (stereo not given in full) | -8% | 0% | -1% | -10% | / | 6% | -20% | 32% | -3%[57.1 µM]
17 | COc1cccc(-c2nnc(-c3cc4cc(Cl)ccc4oc3=O)o2)c1 | -12% | -3% | 0% | -13% | -3% | 0% | -4% | 43%[activator] | 15%
18 | CCOC(=O)CSc1nc2cc(C(=O)N3CCCC3)ccc2c(=O)n1Cc1ccccc1 | -11% | -1% | -9% | 0% | 2% | -6% | -24% | -1% | -3%
19 | CCOc1ccc(CN(C)C(=O)CCl)cc1 | 22% | 0% | -3% | -4% | -15% | 3% | 6% | 41%[activator] | 18µM*
20 | O=C(O)Cc1nc2nc3c(c(=O)n2[nH]1)CCCC3 | -5% | 5% | 2% | -6% | ? | -1% | 10µM* | 7% | 10%
21 | CCC(CC)C(=O)Nc1c2c(nn1-c1ccc(F)cc1)CS(=O)(=O)C2 | -28%[56.9 µM] | 6% | -4% | -6% | 0% | 4% | -13% | 70%[activator] | 10%
22 | S=C1NCCc2ccccc2C1c1ccccc1 (stereo not given) | 6% | -6% | 8% | -4% | 35µM* | 6% | -32% | ? | -9%
23 | COc1ccc(S(=O)(=O)N2CCCCCC2)cc1C(=O)NCc1ccc(C)cc1 | 36% | -5% | 1% | 16% | 21% | 11% | -5% | 23% | 12%
24 | Nc1c(C(=O)N2CCCC2)sc2nc3c(cc12)CCCCCC3 | -12% | -6% | 6% | -2% | 2% | 7% | 7% | 41%[activator] | 0%[57.1 µM]
25 | COCC(=O)OCc1cc2cccc(C)c2[nH]c1=O | -6% | 4% | 22% | 0% | 5% | -2% | -19% | 30% | 8%
26 | Cc1ccc(C(C)C)cc1OCC(=O)NCCCn1ccnc1 | -17% | 9% | -5% | -2% | -18% | -1% | -23% | 39% | 14%
27 | CCN(CC(=O)Nc1ccc(NC(C)=O)cc1)C(=O)C1CC(=O)N(CCc2ccc(OC)c(OC)c2)C1 (stereo not given) | -21% | -7% | ? | 2% | 13% | 2% | -8% | 39%[activator] | -11%
28 | CCOc1cc(C(=O)NCc2ccc(F)cc2)ccc1OCC(=O)N1CCCCC1 | -7% | -4% | 4% | -3% | 4% | -1% | -10% | 49%[activator] | 12%
29 | CC(C)C(=O)NCCc1nc2ccccc2n1CCCOc1ccc(Cl)cc1 | 17% | 2% | 21% | -9% | 8% | 11% | -18% | 24% | -19%[57.1 µM]
30 | CCN(CC(=O)NC1CC1)S(=O)(=O)c1ccc(C)cc1 | 45% | 11% | 10% | 6% | -8% | 0% | -10% | 18% | 14%
31 | CSc1ccc(Cl)c(C(=O)NCCCn2ccnc2)c1 | -14% | 4% | 1% | -4% | 47%[activator] | / | -6% | 61%[activator] | 28%
32 | CC(=O)Nc1nnc(-c2ccc(Cl)s2)o1 | 18% | -9% | 3% | 2% | -23% | -6% | -28% | 20% | 18%
33 | CC(NC(=O)c1c(O)c2ccccc2n(C)c1=O)c1ccccc1 (stereo not given) | -3% | 7% | 12% | 8% | ? | -3% | 47%[activator] | 79%[activator] | 37%[activator]
34 | O=c1cc(-c2ccc(OCc3ccccc3)cc2)oc2cc(OCc3ccccc3)cc(OCc3ccccc3)c12 | -36% | -2% | ? | -26% | 35µM* | -3% | ? | 17% | 40µM*
35 | COc1ccc(Nc2cccc(Cl)c2)c(C(=O)O)c1 | 26% | 1% | 29% | -2% | -24% | -8% | -30% | -13% | -13%
36 | Cc1cccc(C)c1NC(=O)CSc1n[nH]c(=O)n1C1CC1 | 0% | 1% | -5% | 3% | 16% | -1% | -12% | 30% | 32%
37 | COc1ccc(/C=N/N2C(C)CCCC2C)cc1O (stereo not given) | 6% | 2% | 11µM* | 1% | 2% | 4% | 2% | 13% | 7%[57.1 µM]
38 | N#Cc1c(-c2ccccc2)cc(-c2ccccc2)nc1SCC(O)CS(=O)(=O)Cc1ccccc1 (stereo not given) | ? | 6% | -5% | ? | -19% | -7% | -25% | -17% | -2%
39 | CCOC(=O)N1CCN(C(=O)COC(=O)CNC(=O)c2ccc(C)cc2)CC1 | 0% | 13% | 0% | 1% | 0% | 4% | -11% | 52%[activator] | 19%
40 | O=C(CCc1nnc(CCCCc2ccccc2)o1)N1CCCC(O)C1 (stereo not given) | -4% | 5% | 1% | -3% | -21% | i | -12% | 29% | 11%
41 | CC(C)c1c(O)nc(SCCN(C)C)[nH]c1=O | 9% | -10% | 3% | -14% | -14% | -11% | -14% | 18% | 4%
42 | COc1ccccc1-c1cccc([C@@H]2C[C@H]3[C@@H](CN2)CON3C)c1 | 1% | 16% | -1% | 2% | 6% | -9% | -25% | 12% | -29%
43 | NC(=O)CC(NC(=S)NCc1ccccc1)C(=O)O (stereo not given) | -26% | 0% | 2% | 0% | ? | i | -20% | 3% | -11%
44 | CC1CCCC(NC(=O)CSc2nncs2)C1C (stereo not given) | 11% | -4% | -3% | 2% | 0% | -6% | -11% | 30% | 28%
45 | FC(F)(F)c1cccc(NC(=S)NNC(=S)NCc2ccccc2)c1 | -93% | / | 33%[activator] | ? | ? | / | ? | -18% | 0%
46 | CN(C)S(=O)(=O)c1ccc(Cl)c(NC(=O)CN2CCCC2)c1 | -5% | -5% | 1% | 0% | -2% | -2% | -5% | 8% | 17%
47 | CCOc1ccc(NC(=O)C2CCCN(S(=O)(=O)c3cccc4nsnc34)C2)cc1 (stereo not given) | -23% | / | 0% | ? | 14% | i | -19% | 12% | 17%[57.1 µM]
48 | CC(=O)Nc1sc2c(c1C#N)CCN(Cc1ccccc1)C2 | -17% | 11% | 12% | -16% | 3% | i | -24% | 38% | 24%[57.1 µM]
49 | CC(C)(C)NC(=S)NCc1ccc2c(c1)OCO2 | 1% | 3% | 15% | -1% | -30% | 6% | -22% | 0% | -23%

# An excerpt; rates above refer to the full screens.
